High-throughput results as filed in PubChem BioAssay.
TcdB GH inh – TcdB glycohydrolase inhibitors, primary screen, biochemical, single point, plate reader. Toxin B (Clostridioides difficile), P18177. TcdB glycohydrolase enzymatic assay. inhibition, % at 9.99 µM. 0.24% of 350,000 active. AID 652162, 2013; in the data active means inhibition above about 10%
MazF activator – activators of E. coli MazEF toxin-antitoxin RNase, primary screen, biochemical, fluorescence, uHTS; 0.32% of 350,000 active; activation, % at 20 µM; FAM/BHQ RNA-DNA oligo cleavage fluorescence, 5 h; Endoribonuclease toxin MazF (Escherichia coli (strain K12)), P0AE70; in the data active means activation above about 50%
Target sequence (P0AE70 whole entry, looked up): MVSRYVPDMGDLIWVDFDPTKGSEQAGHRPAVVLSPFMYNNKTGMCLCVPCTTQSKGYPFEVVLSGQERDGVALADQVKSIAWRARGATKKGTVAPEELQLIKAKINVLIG
SSB-PriA inh – inhibitors of Klebsiella pneumoniae PriA binding to SSB C-terminal tail, primary screen, biochemical, AlphaScreen; inhibition, % at 33 µM; 0.6% of 430,000 active; AlphaScreen SSBct-PriA binding, biotinylated peptide; in the data active means inhibition mostly above about 37%, no sharp cut-off; inactive means mostly below about 20%;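 further: plate controls were negative control peptide for no effect and reference peptide for full effect; strong numbers were not always called active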
3CLpro inhibitor – SARS-CoV 3CLpro protease inhibitors, primary screen, biochemical, quenched FRET. Replicase polyprotein 1ab (Severe acute respiratory syndrome coronavirus), P0C6X7. recombinant SARS-CoV 3CLpro, quenched FRET peptide cleavage. AID 1706, 2009. inhibition, % at 6 µM. 0.14% of 290,000 active; in the data active means inhibition above about 12%
Anthrax LF prot – Bacillus anthracis LF protease inhibitors, primary screen, biochemical, multiplex microsphere, MLPCN library | 0.12% of 360,000 active | inhibition, % at 10 µM | multiplex microsphere protease cleavage assay | Lethal factor (Bacillus anthracis), P15917; in the data active means inhibition above about 30%; inconclusive means no clear call, values can overlap the other calls; further: plate controls were buffer without enzyme for full effect and enzyme alone for no effect
Yp Topo-I inh – Yersinia pestis topoisomerase I inhibitors, primary screen, biochemical, cleavage product accumulation, plate reader, single point; Y. pestis Topo-I cleavage product accumulation; activity, % at 10 µM; 0.064% of 360,000 active; DNA topoisomerase I (Yersinia pestis CO92); in the data active means activity above about 50%, passing the limit was not always enough; inconclusive means no clear call, values can overlap the other calls; further: inactives centre near 2
BH1578 lux ind – inducers of Vibrio cholerae quorum light production without autoinducers, primary screen, BH1578 luxS cqsA deficient, single point | 0.16% of 350,000 active | activation, % at 18.7 µM | V. cholerae BH1578 lux reporter, luminescence, 6 h; in the data active means activation mostly above about 9.7%, no sharp cut-off; inconclusive means no clear call, values can overlap the other calls; inactive means mostly below about 3.7%; further: not every result past the cut was called active; inactives centre near 0; reference of the scale not given here
VHR inh abs – VHR1 phosphatase inhibitors, primary screen, biochemical, absorbance, uHTS. Dual specificity protein phosphatase 3 (Homo sapiens), P51452. recombinant VHR phosphatase, pNPP absorbance. inhibition, % at 13.3 µM. 0.52% of 290,000 active; in the data active means inhibition above about 50%; further: some compounds called inactive have numbers as strong as hits
Target sequence (P51452 whole entry, looked up): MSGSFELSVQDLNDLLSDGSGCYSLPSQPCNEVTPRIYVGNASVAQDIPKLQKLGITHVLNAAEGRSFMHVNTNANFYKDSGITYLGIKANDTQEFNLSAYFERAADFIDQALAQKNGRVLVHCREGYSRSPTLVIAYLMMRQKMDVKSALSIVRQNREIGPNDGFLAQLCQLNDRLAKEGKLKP
PfHsp40 yeast – rescue of yeast from PfHsp40 toxicity, primary screen, S. cerevisiae, ATP luminescence | S. cerevisiae expressing PfHsp40, growth rescue | growth rescue, % at 12.5 µM | 0.68% of 340,000 active; in the data active means growth rescue above about 28%, passing the limit was not always enough; inconclusive means no clear call, values can overlap the other calls;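 further: yeast W303a lacking pdr1 and pdr3 grown in galactose medium; growth measured after three days at 30 °C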
Rv3671c inh – Rv3671c serine protease inhibitors, primary screen, biochemical, fluorescence polarization, M. tuberculosis H37Rv | 0.048% of 320,000 active | inhibition, % at 5.96 µM | P9WHR9; in the data active means inhibition above about 38%;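 further: extracellular domain of Rv3671c used as enzyme; 0% = enzyme with DMSO and 100% = no enzyme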
Target sequence (P9WHR9 whole entry, looked up, the tested form may be a part): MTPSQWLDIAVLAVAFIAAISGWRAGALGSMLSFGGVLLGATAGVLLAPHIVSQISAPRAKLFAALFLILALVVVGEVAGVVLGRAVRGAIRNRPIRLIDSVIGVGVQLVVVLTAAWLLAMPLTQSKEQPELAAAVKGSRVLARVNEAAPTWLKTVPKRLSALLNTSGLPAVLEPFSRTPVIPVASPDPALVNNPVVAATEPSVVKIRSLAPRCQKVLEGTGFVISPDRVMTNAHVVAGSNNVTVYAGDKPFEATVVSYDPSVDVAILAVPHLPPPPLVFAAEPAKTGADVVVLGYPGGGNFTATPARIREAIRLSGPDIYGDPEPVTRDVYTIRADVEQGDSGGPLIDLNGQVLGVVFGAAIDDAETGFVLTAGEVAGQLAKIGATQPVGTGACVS
Active calls of the source: *; i = inactive; ? = inconclusive; . = no result given; & = joins results of further samples. An excerpt. The share of hits here may be higher or lower than overall.

SMILES | TcdB GH inh | MazF activator | SSB-PriA inh | 3CLpro inhibitor | Anthrax LF prot | Yp Topo-I inh | BH1578 lux ind | VHR inh abs | PfHsp40 yeast | Rv3671c inh
O=C(NCc1ccc(OC(F)(F)F)cc1)C1CC2Cn3c(nc4ccccc43)C2N1c1ccccc1 (stereo not given) | 0.5 | 9 | 2 | -6 | -8 | 8 | -1.4 | 17 | 0.7 | 1
CCOc1ccc(CCN2C(=S)N([C@@H](Cc3ccc(O)cc3)CN3CCCC3CN3C(=S)NC[C@@H]3Cc3ccc(O)cc3)C[C@@H]2CC(C)C)cc1 (stereo not given in full) | 0.9 | -8 | -4 | . | 6 | 32 | -1.0 | . | 1.9 | .
CC1(C)CC(=O)c2cnc(NC(=O)Cc3ccc(Cl)cc3)nc2C1 | . | 2 | -3 | 0 | -1 | -6 | -0.6 | 17 | -0.7 | -7
Cc1cc(-c2nnc(CCC(=O)NCc3cccc(C(F)(F)F)c3)o2)no1 | 1.5 | -21 | 1 | 0 | 2 | -2 | -0.4 | -4 | -1.0 | 2
OCCC1CN(Cc2cccn2-c2cccnc2)CCN1C1CCCC1 (stereo not given) | 1.0 | 2 | 0 | 1 | -5 | -2 | i | 34 | -0.5 | 10
CC1(c2ccccc2)NC(=O)N(CC(=O)Nc2cccc(/C=C/c3ccccn3)c2)C1=O (stereo not given) | 1.7 | -5 | 6 | . | ? | 1 | -0.3 | . | 0.0 | -40
Cc1ccnc(NC(=O)c2cc(S(=O)(=O)N3CCCCC3)ccc2Cl)c1 | . | 11 | -12 | -2 | 2 | 5 | -0.1 | 6 | 0.5 | 3
CC(C)(C)Cc1nnc(NS(=O)(=O)Cc2ccccc2)s1 | . | -2 | -5 | 3 | -5 | -1 | 1.7 | 23 | -0.3 | -7
COc1ccc(S(=O)(=O)Nc2ccc3c(c2)CC(=O)N([C@@H](C)CO)C[C@@H](C)[C@@H](CN(C)Cc2ccccc2)O3)cc1 | 1.2&-2.0 | -2 | -1 | . | 0 | 2 | -1.0 | . | 0.9 | 0
COc1ccccc1C(C(=O)NCc1ccccc1)N(C(=O)c1csnn1)C1CC1 (stereo not given) | 0.1 | 4 | -4 | -5 | 4 | -7 | -1.4 | 23 | 1.1 | 3
O=C(NCC(=O)N(CC1CCCO1)C(C(=O)NC1CCCCC1)c1ccccc1)c1cccs1 (stereo not given) | 1.5 | 5 | -15 | 1 | -4 | 17 | -0.4 | 18 | -0.5 | -4
CC(=O)c1ccc(-n2nncc2C(C)(C)C)cc1 | 1.0 | -8 | -9 | -7 | 0 | 4 | i | 3 | -0.3 | 3
Cc1cccc(C)c1NC(=O)COC(=O)c1cc(=O)[nH]c2ccccc12 | 1.0 | 5 | -5 | . | -1 | 9 | 0.5 | . | 0.9 | 4
COc1ccccc1C1c2ccc3ccccc3c2Oc2ncn(CCCO)c(=N)c21 (stereo not given) | . | 30 | 2 | 0 | 12 | 4 | -0.8 | 1 | -1.5 | -11
CC1(CO)COC2(OC1)C(=O)Nc1ccccc12 (stereo not given) | -0.2 | 0 | -16 | . | 3 | -12 | i | . | 0.2 | .
Cc1ccc(C(=O)c2coc3ccc(O)cc23)cc1 | 0.4 | -1 | -6 | -5 | 1 | 0 | -0.7 | 46 | 3.4 | .
Cc1ccc(C)c(NC(=O)CN2C(=O)CC(C)S(=O)(=O)c3ccccc32)c1 (stereo not given) | 0.0 | -5 | 2 | 1 | -2 | 7 | i | 20 | 1.8 | 3
O=C(c1ccc([N+](=O)[O-])cc1)N1CCC(Cc2ccccc2)CC1 | 1.0 | 12 | 20 | 1 | -7 | 11 | -0.4 | 1 | 3.4 | 0
CC1CCN(C(=O)/C(=C\c2ccco2)NC(=O)c2ccccc2)CC1 | -8.9 | -1 | 4 | -9 | 9 | 3 | -0.1 | 8 | -0.5 | -1
COCc1cc(C)nc(SCC[N+](C)(C)CC(=O)c2ccc(Br)cc2)c1C#N | 1.0 | 13 | 0 | -5 | -2 | 16 | 0.0 | -14 | 12 | 4
Cc1c(Cl)cccc1NC(=S)NCCC(c1ccccc1)c1ccccc1 | . | -1 | -1 | 5 | -6 | 18 | -0.3 | 9 | 54* | -97
COc1ccc(-n2nnnc2SCC(=O)N2CCN(C(=O)c3ccco3)CC2)cc1OC | -0.8 | 1 | -20 | 3 | 2 | 2 | -0.1 | 8 | -0.4 | 7
O=[N+]([O-])c1cccc(S(=O)(=O)NCc2ccccn2)c1 | -0.7 | 4 | -9 | 3 | 8 | -4 | -0.4 | 11 | 0.5 | -6
O=C(NC1CCCCCC1)C1CCN(S(=O)(=O)c2c(Cl)cccc2Cl)CC1 | -0.3 | 1 | 6 | . | 3 | 13 | 5.1 | . | 1.6 | -9
Cc1ccc(S(=O)(=O)c2c(C)cc(C)nc2N2CCOCC2)cc1 | 3.2 | 4 | -7 | -2 | 4 | 0 | -0.3 | 20 | -1.1 | 11
CC(C)(C)N1CC(c2nc3ccccc3n2Cc2ccc(F)cc2)CC1=O (stereo not given) | . | -19 | -15 | 3 | 0 | 2 | -7.9 | 17 | -0.7 | 5
O=c1oc2cc(OCc3ccc(F)cc3F)ccc2cc1-c1ccccn1 | . | -21 | -18 | 1 | 0 | 1 | -2.9 | -13 | 0.1 | 5
Cc1noc(NS(=O)(=O)c2ccc(NC(=O)c3cc(F)c(F)c(F)c3F)cc2)c1C | -0.2 | 5 | -3 | . | 1 | -3 | i | . | -0.5 | .
Cc1cccc2nc(CSc3nnc(N)s3)cn12 | 0.7 | 5 | -1 | 1 | -3 | -2 | -0.7 | 21 | 0.8 | 1
Oc1ccccc1-c1cc(-c2ccc(F)cc2)n[nH]1 | 1.5 | 7 | -33 | 4 | 2 | -6 | i | 14 | 170* | -9

Whole records as entered above. Screens in order: TcdB GH inh | MazF activator | SSB-PriA inh | 3CLpro inhibitor | Anthrax LF prot | Yp Topo-I inh | BH1578 lux ind | VHR inh abs | PfHsp40 yeast | Rv3671c inh
O=C(NCc1ccc(OC(F)(F)F)cc1)C1CC2Cn3c(nc4ccccc43)C2N1c1ccccc1 (stereo not given) is listed with 0.5 | 9 | 2 | -6 | -8 | 8 | -1.4 | 17 | 0.7 | 1
Oc1ccccc1-c1cc(-c2ccc(F)cc2)n[nH]1 is listed with 1.5 | 7 | -33 | 4 | 2 | -6 | i | 14 | 170* | -9
Cc1noc(NS(=O)(=O)c2ccc(NC(=O)c3cc(F)c(F)c(F)c3F)cc2)c1C is listed with -0.2 | 5 | -3 | . | 1 | -3 | i | . | -0.5 | .
COc1ccc(-n2nnnc2SCC(=O)N2CCN(C(=O)c3ccco3)CC2)cc1OC is listed with -0.8 | 1 | -20 | 3 | 2 | 2 | -0.1 | 8 | -0.4 | 7
Cc1cccc2nc(CSc3nnc(N)s3)cn12 is listed with 0.7 | 5 | -1 | 1 | -3 | -2 | -0.7 | 21 | 0.8 | 1

New compounds follow.
SMILES | TcdB GH inh | MazF activator | SSB-PriA inh | 3CLpro inhibitor | Anthrax LF prot | Yp Topo-I inh | BH1578 lux ind | VHR inh abs | PfHsp40 yeast | Rv3671c inh
O=C(c1cnn2c(C(F)(F)F)cc(-c3cccs3)nc12)N1CCN(Cc2ccccc2)CC1 | . | 6 | -4 | 4 | -4 | 9 | -1.8 | -5 | 0.4 | -4
COc1ccc(NC(=O)c2oc3ccccc3c2C)cn1 | 1.3 | -2 | -10 | -3 | -3 | 16 | -3.1 | -7 | 0.1 | -3
COc1ccc(OCc2nnc(SCC(=O)Nc3ccc(C)cc3)o2)cc1 | 1.4 | -1 | -12 | 3 | 4 | 13 | -0.3 | 25 | -2.0 | 5
O=c1c(C(c2ccc(Br)cc2)c2c(O)nc3n(c2=O)CCS3)c(O)nc2n1CCS2 | 3.8 | -14 | -4 | 0 | -2 | 3 | i | 0 | -0.4 | -1
COc1ncc(-c2cccc3nccn23)c(OC)n1 | -0.1 | . | . | . | -11 | -1 | i | . | . | .
Cc1ccc(Cl)cc1-c1cc(C(=O)Nc2ccc(F)cc2)[nH]n1 | 1.6 | . | . | . | -10 | -16 | -0.4 | . | . | .
COC(=O)c1sccc1NC(=O)CC1NCCNC1=O (stereo not given) | 1.7 | 0 | -11 | -1 | -4 | 1 | i | -4 | -1.0 | 6
CCOC(=O)[C@H]1[C@H]2COc3cc(OC)ccc3[C@@H]2N2C(=O)CN(CC3CCCO3)C(=O)[C@@]12C (stereo not given in full) | 1.7 | 2 | 2 | . | -7 | 2 | 6.7 | . | -0.6 | -6
CCN(C[C@H]1N[C@@](Cc2ccccc2)(C(=O)OC)[C@H]2C(=O)N(Cc3ccccc3)C(=O)[C@@H]12)C(=O)c1ccccc1 | 0.8 | 5 | -7 | . | 3 | 10 | -1.9 | . | 0.6 | 0
O=C(CSc1ccc(Cl)cc1)Nc1ccccc1 | 2.2 | 4 | -12 | . | -3 | 2 | -0.3 | . | . | .
CCCCCc1ccc(OCCCC[n+]2ccccc2)c(CCCCC)c1 | . | 11 | -1 | 6 | -3 | -8 | -1.0 | 2 | 135* | -2
COC(=O)c1ccc(CSC2=NC[C@@H]3[C@@H]4C(=O)N(C)C(=O)[C@@H]4[C@](C)(C(=O)OC)N23)cc1 | 0.7 | 4 | -10 | . | 0 | 0 | i | . | -1.7 | .
CCCn1cc(S(=O)(=O)c2ccc(F)cc2)c(=O)c2cc(OCC)ccc21 | 0.5 | 7 | 4 | 2 | 0 | 4 | -0.2 | -15 | 1.5 | 2
CCC(=O)N1CCc2cc(Br)cc(S(=O)(=O)NCCN3CCCC3)c21 | 1.0 | 2 | -6 | -4 | -12 | 4 | i | -10 | 1.6 | -7
O=C(Nc1cccc(Cl)c1Cl)c1csc([C@@H]2O[C@H](CO)[C@H](O)[C@H](O)[C@H]2O)n1 | 1.0 | . | . | . | -1 | 0 | -0.4 | . | . | .
Cc1ccc[n+](CC(=O)Nc2ccc([N+](=O)[O-])cc2)c1 | -1.1 | -12 | 1 | -2 | -6 | 2 | -0.2 | 11 | 3.7 | 9
CC(C)(C)c1ccc(C(=O)Nc2cnccn2)cc1 | . | -4 | -17 | -4 | -1 | 5 | -8.4 | -11 | -1.5 | 1
CCOC(=O)Nc1ccc(C(=O)Oc2ccccc2)c(O)c1 | 1.8 | -6 | -15 | -7 | -5 | -2 | i | 23 | 7.0 | -2
O=C(O)C1Nc2c(C(=O)N3CCOCC3)cccc2C2C=CCC12 (stereo not given) | . | -21 | 3 | 3 | 0 | 8 | -5.3 | 20 | 0.2 | -8
COc1ccc(S(=O)(=O)N2CCc3cc4c(cc3C2C)OCCCO4)cc1 (stereo not given) | 0.5 | -23 | 6 | -2 | -2 | 21 | i | 1 | -0.2 | 6
COc1ccccc1NC(=O)NC(=O)N(C(C)C)S(C)(=O)=O | . | -1 | 2 | 3 | 0 | -2 | -0.4 | -14 | -0.3 | -10
COc1ccc(CC(=O)c2cc(OC)c(OC)cc2CC(=O)O)cc1OC | . | 1 | -11 | -3 | 1 | 5 | -4.0 | 14 | -1.2 | 1
C1=Nc2c(Nc3ccccc3)ncnc2Oc2ccccc21 | . | 4 | -6 | -1 | -2 | -4 | -1.0 | 13 | -1.0 | -4
COc1ccccc1NC(=O)COC(=O)C1C2CC3OC(=O)C1C3C2 (stereo not given) | -0.5 | -38 | -8 | 3 | 0 | -4 | -0.3 | 1 | 0.7 | 4
